Compound activity: PubChem BioAssay, several laboratories
KCNQ2 inh: KCNQ2 potassium channel inhibitors, primary screen, cell-based, CHO-K1, FluxOR thallium flux, B-score (AID 2156); B-score at 10 µM; O88943; hit rate 1.1% among 310,000; 20 min; stronger effect = lower value;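 active means fluorescence ratio B-score at most minus 3 library SDs, with starting brightness B-score within 2 library SDs, cut at about -5.5 in these data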
Target sequence (O88943 whole entry, looked up): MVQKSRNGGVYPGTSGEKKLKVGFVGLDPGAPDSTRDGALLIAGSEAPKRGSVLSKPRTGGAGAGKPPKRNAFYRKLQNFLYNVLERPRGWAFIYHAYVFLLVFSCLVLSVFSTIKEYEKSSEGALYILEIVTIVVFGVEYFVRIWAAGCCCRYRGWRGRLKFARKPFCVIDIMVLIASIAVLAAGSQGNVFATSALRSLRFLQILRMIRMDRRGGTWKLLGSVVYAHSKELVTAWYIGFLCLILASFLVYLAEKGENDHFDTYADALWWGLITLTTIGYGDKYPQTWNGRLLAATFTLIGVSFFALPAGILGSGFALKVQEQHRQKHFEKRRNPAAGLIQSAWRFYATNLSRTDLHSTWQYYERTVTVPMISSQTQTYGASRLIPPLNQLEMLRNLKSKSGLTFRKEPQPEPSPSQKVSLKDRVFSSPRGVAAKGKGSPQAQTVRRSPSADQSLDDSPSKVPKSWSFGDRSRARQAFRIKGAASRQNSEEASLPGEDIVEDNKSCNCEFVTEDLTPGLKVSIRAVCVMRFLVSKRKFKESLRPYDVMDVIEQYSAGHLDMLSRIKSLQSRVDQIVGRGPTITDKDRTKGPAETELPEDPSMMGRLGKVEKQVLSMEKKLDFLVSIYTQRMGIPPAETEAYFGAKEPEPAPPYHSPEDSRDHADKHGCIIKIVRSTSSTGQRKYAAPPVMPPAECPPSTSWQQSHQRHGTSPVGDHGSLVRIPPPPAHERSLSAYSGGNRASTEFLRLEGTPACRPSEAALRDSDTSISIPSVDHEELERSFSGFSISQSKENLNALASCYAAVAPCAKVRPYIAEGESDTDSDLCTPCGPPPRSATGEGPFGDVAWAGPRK
STK33 inh: inhibitors of human STK33 kinase; Q9BYT3; purified STK33, MBP phosphorylation, ADP-Glo luminescence; inhibition, % at 10 µM; hit rate 0.073% among 320,000;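 active means inhibition at or above 25%, using the most active replicate where run in duplicate; inactive means inhibition below 25%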
Kir21 inh: blocks the mouse Kir2.1 inward-rectifier potassium channel | hit rate 0.85% among 310,000 | P35561 | B-score at 10 µM | HEK293-Kir2.1, FluxOR thallium flux fluorescence; stronger effect = lower value;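 active means fluorescence ratio B-score at or below minus 3 SD of library scores, with starting-brightness B-score within 2 SD, cut at about -4.2 in these data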;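 further: channel flux triggered by added potassium and thallium sulfate stimulus; B-score of peak minus minimum fluorescence over baseline after thallium stimulus; more negative B-score means stronger Kir2.1 block with less thallium influx; some compounds called inactive have numbers as strong as hits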
* hit, by the source's call; i = inactive; · = not tested or not shown.

KCNQ2 inh	STK33 inh	Kir21 inh	smiles
i	-1.0	-1.4	O=C(Nc1cc(C(F)(F)F)ccc1Cl)C(Sc1cccc[n+]1[O-])c1ccccc1 (stereo not given)
i	-0.6	2.2	O=C(CN1C(=O)CCC1=O)Nc1cccc(NC(=O)CN2C(=O)CCC2=O)c1
i	-0.7	-2.6	S=C(NC1CCCCC1)N(CCc1ccccc1)CCc1ccccc1
i	-1.7	-1.3	COc1ccc(-c2cc3ccccc3n2CC(O)CN2CCN(CCO)CC2)cc1 (stereo not given)
i	0.0	-1.1	Cc1cc(=O)c2ccccc2n1CC(=O)NCc1ccccc1
i	-0.8	0.64	COc1cccc(-c2nc(CS(=O)(=O)CC(=O)NCc3ccc(Cl)cc3)c(C)o2)c1
i	-2.6	0.49	COc1cc(/C=N/NC(=O)Cc2nnc(N)s2)cc(OC)c1OC
i	-0.4	0.18	CCOC(=O)c1ccc(NC(=O)C(C)NS(=O)(=O)c2ccc(OC)cc2)cc1 (stereo not given)
i	-0.9	1.7	Cc1cc([N+](=O)[O-])ccc1NC(=S)NC(=O)C(c1ccccc1)c1ccccc1
i	-1.1	0.13	C/C(=N\O)C(C)(C)Nc1ccc(Cl)cc1
i	0.2	1.5	S=C1NNC2(NN1)C1CC3CC(C1)CC2C3
i	-1.5	0.87	Cn1c2ccccc2c2c(C(=O)N3CCN(c4ccccn4)CC3)cn(C3CCCC3)c(=O)c21
i	-1.3	0.28	CC(=O)NCCOc1cccc2cccnc12
i	-0.7	0.5	C/C(=N\Nc1ccc(Cl)c(C(=O)O)c1)c1cccs1
i	0.1	-2.2	COc1ccc(CCNC(=O)CCc2ccc(OC)cc2)cc1
i	0.3	-0.2	CC1CCCCN1CCNC(=O)CCc1nnc2n(Cc3ccccc3)c(=O)c3ccccc3n12 (stereo not given)
i	-1.7	-0.42	CCOC(=O)c1c(NC(=O)OC)sc(C(=O)N(CC)CC)c1C
i	0.2	-2	COc1ccc(C(=O)CSc2n[nH]c(=O)n2Cc2ccco2)cc1
i	-0.3	0.57	COc1cc2c(cc1NC(=O)c1cc(-c3ccccn3)nc3ccccc13)oc1ccccc12
i	1.4	0.01	OCc1cc(-c2ccc(Cl)c(Cl)c2)on1

Following part
KCNQ2 inh	STK33 inh	Kir21 inh	smiles
i	-0.4	0.16	Cc1ccccc1OCCNc1ccc(C(F)(F)F)cc1[N+](=O)[O-]
i	-0.5	-0.44	C[C@H](NC(=O)c1[nH]cnc1C(=O)Nc1ccc(CNC(=O)OC(C)(C)C)cc1)C(=O)OC(C)(C)C
i	-0.4	0	CCc1nnc(NC(=O)CSc2nncc(=O)n2N)s1
i	0.3	0.16	N#Cc1sc2nc3c(cc2c1N)CCCC3
i	0.6	-3.5	CN1/C(=C\C(=O)C[n+]2ccc(C(=O)c3ccccc3)cc2)C(C)(C)c2ccccc21
i	-1.0	0.11	CCOc1ccc(C(=O)Nc2ccc(NC(=O)c3ccccc3)cc2)cc1Br
i	-0.9	1.1	CCOc1ccc(N(CC(=O)NCCc2ccc(OC)cc2)S(C)(=O)=O)cc1
i	-0.7	1.6	COc1ccccc1C(=O)NNC(=O)c1cccc(F)c1
i	-0.7	0.2	CCN(CC)C(=O)CSc1nnc(-c2ccc(O)cc2)n1CC1CCCO1 (stereo not given)
i	-0.5	-3.6	O=C(CCCc1nc2ccccc2s1)Nc1ccccc1
i	0.0	0.58	Cc1ccc(S(=O)CCNC(=O)Cc2ccc(Cl)cc2)cc1 (stereo not given)
i	10	0.21	COc1ccc(/C=C2\SC(=O)N(CC(=O)N(C)C3CCS(=O)(=O)C3)C2=O)cc1 (stereo not given)
i	-2.2	1.3	CC(OC(=O)c1cccc(-n2cnnn2)c1)C(=O)Nc1ccccc1F (stereo not given)
i	-0.8	-2.3	O=C(c1cc([N+](=O)[O-])ccc1Cl)N1CCc2ccccc21
i	·	-0.14	CC(=O)Nc1ccc(NC(=O)COc2cccc3c2OC(C)(C)C3)cc1
i	-1.7	-0.33	O=S(=O)(CCN1CCOCC1)c1ccc(Oc2ccc(S(=O)(=O)CCN3CCOCC3)cc2)cc1
i	-1.2	-0.01	CCc1ccc(NC(=O)CCn2cccc2)cc1
i	-1.1	-1.1	CCC(OC(=O)C1=Cc2ccccc2OC1)C(=O)NCc1ccco1 (stereo not given)
i	-0.8	-1.3	CCCn1c(SCC(=O)NC(C)(C)C)nnc1C(C)C
i	1.1	-0.76	Cc1nc(CNS(=O)(=O)c2ccc(Br)cc2)cs1

Exported with two lines to a compound: part of the list above
Results follow in this order: KCNQ2 inh | STK33 inh | Kir21 inh
> COc1ccccc1C(=O)NNC(=O)c1cccc(F)c1
    i | -0.7 | 1.6
> CCN(CC)C(=O)CSc1nnc(-c2ccc(O)cc2)n1CC1CCCO1 (stereo not given)
    i | -0.7 | 0.2
> O=C(CCCc1nc2ccccc2s1)Nc1ccccc1
    i | -0.5 | -3.6
> Cc1ccc(S(=O)CCNC(=O)Cc2ccc(Cl)cc2)cc1 (stereo not given)
    i | 0.0 | 0.58
> COc1ccc(/C=C2\SC(=O)N(CC(=O)N(C)C3CCS(=O)(=O)C3)C2=O)cc1 (stereo not given)
    i | 10 | 0.21
> CC(OC(=O)c1cccc(-n2cnnn2)c1)C(=O)Nc1ccccc1F (stereo not given)
    i | -2.2 | 1.3

Further structures
KCNQ2 inh	STK33 inh	Kir21 inh	smiles
i	-6.6	1.6	CC(=O)c1ccc(NC(=O)c2sc3nc(C)c(C)c(C)c3c2N)cc1
i	-0.1	-0.04	CCc1nn2cc(C(=O)c3ccccc3O)cnc2c1-c1ccc(F)cc1
i	-1.1	-0.19	CN(C)c1ccc(/C=N/NC(=O)c2ccc3c(c2)OCCO3)cc1
i	-0.1	0.66	N#CCCn1ccc(NC(=O)c2ccc(Cl)cc2)n1
i	-3.1	0.01	Cc1sc2nc(SCC(=O)N3CCCC3)[nH]c(=O)c2c1C
i	1.8	0.43	CCCn1c(NC(=O)c2ccc([N+](=O)[O-])o2)nc2ccccc21
i	-1.3	0.94	Cc1cc(C)n(CC(O)CN(c2ccccc2)S(=O)(=O)c2ccccc2)n1 (stereo not given)
i	-1.2	0.39	CCOC(=O)c1ccc(NC(=O)CSc2nnc(CNC(=O)c3ccccc3F)o2)cc1
i	3.4	0.48	Cc1nn(C)c(C)c1CCC(=O)N1CCCC(Nc2ccc(C(C)C)cc2)C1 (stereo not given)
i	-0.1	-1.6	CCC(C)(C(=O)NC1CCCC1)N(Cc1cccs1)C(=O)Cc1cccs1 (stereo not given)
i	0.4	0.44	Cc1ccc(C)c(S(=O)(=O)N2CCN(Cc3ccc(O)c4ncccc34)CC2)c1
i	0.5	-1.4	COc1ccc(CNCc2cc3c(C(C)(C)C)nn(-c4ccccc4)c3[nH]c2=O)cc1
i	-2.4	0.12	CN1CCN(CC(=O)N2c3ccccc3C(=O)Nc3cccnc32)CC1
i	2.9	1.6	O=C(Nc1ccc2nsnc2c1)c1cccs1
i	0.5	-1.6	O=C1CN(c2ccc(F)cc2)C(=S)N1c1ccccc1
i	-1.3	0.49	COc1ccc(OC)c(Nc2nc(-c3ccncc3)nc3ccccc23)c1
i	-0.1	-0.44	O=C(N/N=C/c1ccncc1)c1nn(Cc2ccccc2)c(=O)c2ccccc12
i	0.6	-1.1	O=C(CSc1nnc2ccccn12)NNC(=O)c1ccc(F)cc1
i	-0.4	0.46	Cc1ccc(-n2[nH]c(C)c(C=NC34CN5CN(CN(C5)C3)C4)c2=O)cc1C
i	-0.9	0.75	CCOc1ccc(-c2cc(C(=O)NCC3CCCO3)c3ccccc3n2)cc1 (stereo not given)

Record cards, from the list above. Order of values: KCNQ2 inh, STK33 inh, Kir21 inh
CN(C)c1ccc(/C=N/NC(=O)c2ccc3c(c2)OCCO3)cc1 reads i, -1.1, -0.19
O=C(N/N=C/c1ccncc1)c1nn(Cc2ccccc2)c(=O)c2ccccc12 reads i, -0.1, -0.44
COc1ccc(CNCc2cc3c(C(C)(C)C)nn(-c4ccccc4)c3[nH]c2=O)cc1 reads i, 0.5, -1.4
Cc1nn(C)c(C)c1CCC(=O)N1CCCC(Nc2ccc(C(C)C)cc2)C1 (stereo not given) reads i, 3.4, 0.48

Next part:
KCNQ2 inh	STK33 inh	Kir21 inh	smiles
i	0.9	0.78	CS(=O)(=O)N1CCCC(C(=O)Nc2ccc(F)cc2)C1 (stereo not given)
i	0.6	-0.41	CN1CCC(C2(O)c3ccccc3CCc3ccccc32)CC1
i	-5.5	-0.86	O=C(Nc1nc2ccccc2[nH]1)c1cc(F)cc(F)c1
i	-2.1	-1.1	COc1cccc(CC2(CO)CCCN(Cc3ccc(CN4CCCCC4)s3)C2)c1 (stereo not given)
i	-2.2	-0.73	O=C(CN1CCCC1)NCc1ccccc1
i	-0.6	2	O=S(=O)(NCc1cn2ccsc2n1)c1ccc2c(c1)OCCO2
i	2.5	0.1	O=C(Nc1cccc(Cl)c1)c1ccc2ncsc2c1
i	0.8	-0.9	Cc1csc(SCC(=O)N2CCN(S(=O)(=O)c3ccccc3)CC2)n1
i	-0.7	-0.2	O=C(c1cc(=O)[nH]c2ccccc12)N(Cc1nnc(-c2ccccc2Cl)o1)C1CC1
i	-1.3	-0.1	O=S(=O)(Cc1cnc(Cl)s1)c1ccccc1
i	-1.9	-0.75	N#Cc1ccc(OCC(=O)N/N=C2\CCc3ccccc32)cc1
i	0.0	-2.3	NS(=O)(=O)c1ccc(NC(=S)Nc2ccc(S(=O)(=O)N3CCCC3)cc2)cc1
i	-0.9	0.85	CCCc1ccc(-c2cc(NC(=O)CSc3nnc(N)s3)n(-c3ccccc3)n2)cc1
i	0.8	-1.2	CCOC(=O)N1CCN(C(=O)c2ccc3c(=O)n(-c4cc(OC)ccc4OC)c(=S)[nH]c3c2)CC1
i	5.2	-7.8*	O=C(NCCCN1CCOCC1)c1ccc(CSc2ccc(Cl)cc2)cc1
i	-1.0	-0.03	CCc1sc(C(=O)Nc2ncccc2O)cc1C
i	-5.0	1.1	Cc1ccc(NC(=O)COC(=O)C2C3CC4OC(=O)C2C4C3)cc1Cl (stereo not given)
i	0.3	-0.17	COc1ccc(N2CCN(S(=O)(=O)c3ccc4c(c3)NC(=O)C(C)S4)CC2)cc1 (stereo not given)
i	0.1	-0.57	Cc1cc(Cl)c(S(=O)(=O)Nc2ccc3c(c2)OCO3)cc1OCC(N)=O
i	-2.4	0.03	O=C(c1cc(COc2cccc(C(F)(F)F)c2)on1)N1C[C@H]2CC[C@H]1C2

Next results.
KCNQ2 inh	STK33 inh	Kir21 inh	smiles
i	-2.6	0.44	CCS(=O)(=O)N1Cc2ccccc2CC1C(=O)Nc1nc2ccc(C)cc2s1 (stereo not given)
i	-1.5	1.3	Cc1csc(NC(=O)C2C3C=CC(O3)C2C(=O)O)n1 (stereo not given)
i	-0.7	0.38	NC(=O)CSc1nnc(-c2cccnc2)n1CCc1ccccc1
i	-0.9	4.6	CN(CC(=O)Nc1ccc(F)cc1)C(=O)c1ccc(-c2ccc(Cl)cc2)o1
i	-1.8	-1.4	Cn1c(=O)c2c([nH]c(=O)n2C)n(Cc2ccccc2)c1=O
i	-0.9	-0.01	S=c1[nH]cc(-c2ccc(Cl)cc2)n1Cc1ccccc1
i	3.5	0.77	Cc1cc(C)c2[nH]c(=O)c(CN(CC3CCCO3)C(=O)c3cnccn3)cc2c1 (stereo not given)
i	0.0	-2.2	CCN(C(=S)NCCOC)c1cccc2ccccc12
i	-0.8	1.4	COc1cc(OC)cc(Oc2ccc(S(=O)(=O)N3CCCCC3)cc2[N+](=O)[O-])c1
i	·	0.04	Cc1ccc(S(=O)(=O)NCC(=O)N(CC(=O)NC2CCCC2)c2ccc3c(c2)OCCO3)cc1
i	-1.5	-1.5	O=C1CC(N2CCN(c3ccccn3)CC2)C(=O)N1CC(c1ccccc1)c1ccccc1 (stereo not given)
i	-1.0	0.67	CCn1cc(C(=O)N(CCCN2CCOCC2)Cc2ccco2)c(=O)c2ccc(C)nc21
i	-0.9	-0.9	Cn1c(SCC(N)=O)nnc1C1CCN(C(=O)NC2CCCCC2)CC1
i	-0.5	-0.43	C#CCn1cccc(C(=O)Nc2ccc(OC)cc2)c1=O
i	-0.8	-0.02	COc1ccc(C(=O)NCC(C)(C)SCc2c(C)cc(C)cc2C)cc1
i	0.3	-1.2	CN(C)c1cccc(C(=O)N2CCCC(CCC(=O)N3CCN(c4ccccn4)CC3)C2)c1 (stereo not given)
i	·	1.1	COc1ccc(N2CC(C(=O)NCc3n[nH]c(=O)c4ccccc34)CC2=O)cc1 (stereo not given)
i	1.2	-0.48	CC1CCN(CCc2nc3cc(NS(=O)(=O)c4ccc(F)cc4)ccc3n2C)CC1
i	-0.1	0.29	Nc1ccc(-n2cnc3cc([N+](=O)[O-])ccc32)cc1
i	-3.2	0.06	C#CCNC(=O)C1=C[C@@H](C)C[C@@H](OCc2ccc(CO)cc2)O1

Further results.
KCNQ2 inh	STK33 inh	Kir21 inh	smiles
i	-0.6	1.4	Cc1ccccc1Nc1nc(-c2cccnc2)cs1
i	-1.2	0.61	Cc1cccc(NC(=O)CSc2nc(N)c(NC(=O)c3cccs3)c(=O)[nH]2)c1C
i	-2.2	0.37	CCn1ncc(CN2CCCC(CNC(=O)c3ccc(F)cc3)C2)c1C (stereo not given)
i	-1.7	-0.02	O=C(CSc1nncs1)NCCCc1ccccc1
i	-0.3	2.3	O=C(CSc1nc2c([nH]c3ccccc32)c(=O)n1-c1ccccc1F)NCC1CCCO1 (stereo not given)
i	0.2	2.2	CCCCCCCc1c(O)nc(SCCN2CCOCC2)[nH]c1=O
i	-1.0	0.51	CCc1ccc(NC(=O)Cn2c(SC)nc3ccccc32)cc1
i	0.9	0.37	CCOc1ccccc1-n1c(SCC(=O)N2CCCC2)nnc1-c1ccoc1C
